# NPY-Y1 antag: NPY-Y1 receptor antagonists, primary screen, cell-based; HEK293-CNG Y1 cells, membrane potential fluorescence; NPY at EC95, then isoproterenol; inhibition, % at 3.6 µM; Neuropeptide Y receptor type 1 (Homo sapiens), P25929; hit rate 1% among 200,000;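 active = inhibition above the campaign mean inhibition of all tested compounds plus 3 SD, cut at about 20% in these data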;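 note: 0% = DMSO wells given NPY plus isoproterenol and 100% = isoproterenol alone without NPY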
# Target sequence (P25929 whole entry, looked up): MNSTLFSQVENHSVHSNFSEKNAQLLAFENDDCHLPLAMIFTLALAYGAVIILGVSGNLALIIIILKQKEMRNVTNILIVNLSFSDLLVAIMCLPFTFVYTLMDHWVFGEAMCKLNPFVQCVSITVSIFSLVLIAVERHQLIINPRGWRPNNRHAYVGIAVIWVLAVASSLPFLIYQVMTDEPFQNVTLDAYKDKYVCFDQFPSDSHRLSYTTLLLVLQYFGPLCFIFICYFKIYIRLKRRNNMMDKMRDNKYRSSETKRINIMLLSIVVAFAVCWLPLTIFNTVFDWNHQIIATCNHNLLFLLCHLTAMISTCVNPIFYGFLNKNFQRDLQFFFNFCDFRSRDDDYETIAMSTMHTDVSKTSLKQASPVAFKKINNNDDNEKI
#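 Material: HEK293 Y1/CNG channel cell line | Also added: NPY (25 nM), isoproterenol (1 µM), Ro 20-1724 (25 µM) | Compound: One concentration, 3.6 µM, in 0.4% DMSO | Schedule: 3 h dye uptake, 1 h room-temperature compound, 45 min post-isoproterenol | Signal: Membrane-potential fluorescent dye readout | Read-out: % inhibition of NPY effect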
# p97 ATPase inh: inhibitors of human p97 ATPase, primary screen, biochemical; inhibition, % at 8 µM; hit rate 0.42% among 220,000; AID 1481, 2009; recombinant p97 ATPase, Kinase-Glo ATP luminescence, 3 h; in the data active = inhibition above about 15%;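 note: 0% = DMSO vehicle and 100% = wells lacking enzyme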
# NPY-Y1 PAM-ag: NPY-Y1 receptor potentiators or agonists, primary screen, cell-based | hit rate 0.37% among 220,000 | AID 1304, 2008 | activation, % at 3.6 µM | Neuropeptide Y receptor type 1 (Homo sapiens), P25929 | NPY-Y1 expressing cells, potentiator/agonist activation; in the data active = activation above about 33%, passing the limit was not always enough;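 note: cells stimulated with NPY at EC10 then isoproterenol at EC100; 0% = low agonist plus stimulus and 100% = saturating agonist plus stimulus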
# NPY2 pot ag: NPY-Y2 potentiators or agonists, primary screen, cell-based | Neuropeptide Y receptor type 2 (Homo sapiens), P49146 | cells expressing NPY-Y2, potentiator/agonist read-out | activation, % at 3.6 µM | hit rate 0.45% among 220,000; in the data active = activation above about 27%;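 note: cells stimulated with NPY near EC25 plus isoproterenol at EC100; 0% = vehicle plus submaximal agonist and 100% = vehicle plus saturating agonist; some results beyond the cut were filed as inactive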
# EP2 modulator: EP2 receptor modulators, cAMP readout, primary screen, cell-based, HTRF cAMP, PGE2 stimulation | induction, % at 25 µM | hit rate 0.83% among 260,000 | Prostaglandin E2 receptor EP2 subtype (Homo sapiens), P43116 | EP2-expressing cells, cAMP HTRF FRET, PGE2 co-stimulation;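 active = compounds whose cAMP rise, as percent of the full-agonist control response, exceeds 60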;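 note: rat C6 glioma line stably carrying human EP2 under a CMV promoter; the protocol text gives 20 µM as final concentration; 100% = response of wells given 1 µM PGE2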
# Target sequence (P43116 whole entry, looked up): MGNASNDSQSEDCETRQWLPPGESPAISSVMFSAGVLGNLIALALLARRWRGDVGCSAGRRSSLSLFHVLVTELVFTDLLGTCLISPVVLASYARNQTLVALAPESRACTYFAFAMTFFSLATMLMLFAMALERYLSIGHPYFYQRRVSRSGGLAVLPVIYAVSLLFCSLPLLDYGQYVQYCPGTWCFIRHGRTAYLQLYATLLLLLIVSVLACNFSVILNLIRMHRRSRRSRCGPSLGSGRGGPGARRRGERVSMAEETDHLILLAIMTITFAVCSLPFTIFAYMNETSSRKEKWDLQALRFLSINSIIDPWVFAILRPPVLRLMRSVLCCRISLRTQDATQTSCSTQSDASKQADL
# S1P4 agonist: S1P4 receptor agonists, primary screen, cell-based; activation, % at 4.98 µM; hit rate 0.35% among 220,000; S1P4-expressing cell line, agonist reporter assay; Sphingosine 1-phosphate receptor 4 (Homo sapiens), O95977; in the data active = activation above about 11%;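 note: 0% = DMSO vehicle and 100% = reference agonist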
# PGE2 EP2 inh: human EP2 receptor antagonists, primary screen, TR-FRET cAMP, C6 glioma cells; Prostaglandin E2 receptor EP2 subtype (Homo sapiens), P43116; C6 glioma cells expressing human EP2; cells stimulated with saturating PGE2; inhibition, % at 25 µM; hit rate 0.52% among 260,000; AID 1422, 2008;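 active = percent inhibition above 40 after rounding to a whole number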;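 note: rat C6 glioma host cells with rolipram phosphodiesterase inhibitor present; the protocol text gives 20 µM as final concentration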
# S1P4 antagonist: S1P4 receptor antagonists, primary screen, cell-based; Sphingosine 1-phosphate receptor 4 (Homo sapiens), O95977; S1P4-expressing cells, antagonist mode, reporter read-out; inhibition, % at 4.98 µM; hit rate 0.26% among 220,000; in the data active = inhibition above about 29%;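 note: 0% = wells stimulated with agonist and 100% = vehicle wells without agonist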
# eIF4E-4G inh: eIF4E–eIF4G protein interaction inhibitors, primary screen, biochemical, uHTS, TR-FRET, eIF4GI fragment. inhibition, % at 21.7 µM. TR-FRET eIF4E-eIF4GI(517-606) binding, 2 h. AID 782, 2007. Eukaryotic translation initiation factor 4E (Mus musculus) + Eukaryotic translation …. hit rate 0.37% among 220,000;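 active = inhibition above about 30%, limit read from the data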;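 note: 0% = full FRET control wells and 100% = background wells lacking eIF4GI fragment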
# Numbers without * were called inactive; x = no result given; [ ] = another dose, or the depositor's remark.
SMILES,NPY-Y1 antag,p97 ATPase inh,NPY-Y1 PAM-ag,NPY2 pot ag,EP2 modulator,S1P4 agonist,PGE2 EP2 inh,S1P4 antagonist,eIF4E-4G inh
CCOC(=O)c1c(NC(=O)CN2CCOCC2)sc(C(=O)NC)c1C,-5,-1,28,25,0,1.9,2,5,3
CC(NS(=O)(=O)c1ccc([N+](=O)[O-])cc1)C(c1cccs1)N1CCOCC1 (stereo unspecified),3,-3,-2,-2,-6,1.9,8,-10,-3
CCC(C)NC(=O)CC(NS(=O)(=O)c1ccc(Cl)cc1)c1ccco1 (stereo unspecified),5,-2,-7,-15,1,-3.3,6,13,-2
COc1ccc(NC(=O)Cn2nnc(-c3ccccc3N)n2)cc1OC,4,-3,-10,1,-2,0.7,3,-19,-10
O=C(CCc1ccccc1)Nc1c(F)cccc1F,3,-4,6,4,x,1.2,2,4,x
CCOC(=O)c1sc(Nc2nc3c(OC)cccc3s2)nc1C,0,2,-11,0,-23,-0.2,11,-15,4
COc1cc(O)oc1C=Nc1ccc(C(=O)O)cc1,0,-19,-16,-12,-1,-1.4,3,-8,-3
Cc1ccccc1OCCc1c(C)[nH]c(=S)[nH]c1=O,5,-1,-18,-2,11,0.1,5,-5,-4
CCC(=O)NC(c1cccc([N+](=O)[O-])c1)c1c(O)ccc2ccccc12 (stereo unspecified),-1,2,19,-5,-40,-0.4,7,-14,2
CCCCN1C(=O)C(=O)N(c2ccccc2)C1=S,-2,-1,3,4,15,-0.4,2,-6,11[fluorescence artefact?]
CC(C)c1cc(N2CCC(=O)NC2=O)cc(C(=O)O)c1O,1,1,-1,0,35,2.3,12,-7,2
O=C(Nc1ccc(OC(F)(F)F)cc1)C1CC(c2ccc(F)cc2)=NO1 (stereo unspecified),2,-3,-1,-11,-12,0.8,0,15,2
Cc1ccc(NC2=NCC(=O)N2Cc2ccc3c(c2)OCO3)c(C)c1,-2,5,3,4,16,0.3,6,-15,-1
N#Cc1ccc(NC(=O)Nc2cccc(C#N)c2)cc1,x,-2,16,-3,-19,-0.4,9,12,0
O=C(Nc1ccc2c(c1)Cc1ccccc1-2)c1ccc(Br)o1,5,-2,-41,-7,-35,1.7,22,-7,0
Nc1cccc(C(=O)Nc2ccccc2Cl)c1,-12,3,-7,13,16,-0.3,6,-21,2[fluorescence artefact?]
O=C(Nc1cccc2c1N(C(=O)c1ccco1)CCC2)c1ccco1,x,2,-2,-21,1,-1.0,3,-4,-4
Cn1c(SCC(=O)Nc2ccc(NC(=O)c3cccs3)cc2)nnc1-c1ccncc1,-2,-7,-15,-14,20,-5.5,7,-8,5
Cc1c(C(=O)Nc2ccc(OC(F)(F)F)cc2)sc2nc3n(c(=O)c12)CCC3,-3,4,0,-14,-28,1.5,27,-16,-6
O=c1[nH]c2ccccc2n1CCC1CCCCC1,0,-3,-2,-8,36,-0.3,3,1,1
O=C(NNC(=O)c1ccccc1-n1cccc1)c1cccc(Cl)c1,-9,3,-37,-4,27,-0.7,7,6,2[fluorescence artefact?]
CCOC(=O)c1cc[n+](CC(=O)c2ccc(F)cc2)cc1,-3,13,-6,1,10,0.5,2,2,-4
CCOc1ccc(OCCN2C(=O)NC3(CCCc4ccccc43)C2=O)cc1 (stereo unspecified),0,-1,19,-5,19,-0.8,25,-18,-7
COc1ccc(C(=O)CCN2CCc3cc(OC)c(OC)cc3C2)cc1,-3,7,-6,4,-29,-0.2,8,-3,2
O=C(Nc1ccn(Cc2ccccc2F)n1)c1ccc(COc2ccccc2Cl)cc1,-2,1,6,4,-40,-1.5,x,-12,-8

# Quoted from the listing.
# O=C(NNC(=O)c1ccccc1-n1cccc1)c1cccc(Cl)c1 – p97 ATPase inh: 3
# Cc1ccc(NC2=NCC(=O)N2Cc2ccc3c(c2)OCO3)c(C)c1 – EP2 modulator: 16

# 6 entries from above, reformatted.
# Screens in order – NPY-Y1 antag	p97 ATPase inh	NPY-Y1 PAM-ag	NPY2 pot ag	EP2 modulator	S1P4 agonist	PGE2 EP2 inh	S1P4 antagonist	eIF4E-4G inh
> CCOC(=O)c1c(NC(=O)CN2CCOCC2)sc(C(=O)NC)c1C
→ -5	-1	28	25	0	1.9	2	5	3
> Cc1ccc(NC2=NCC(=O)N2Cc2ccc3c(c2)OCO3)c(C)c1
→ -2	5	3	4	16	0.3	6	-15	-1
> O=c1[nH]c2ccccc2n1CCC1CCCCC1
→ 0	-3	-2	-8	36	-0.3	3	1	1
> COc1cc(O)oc1C=Nc1ccc(C(=O)O)cc1
→ 0	-19	-16	-12	-1	-1.4	3	-8	-3
> CC(C)c1cc(N2CCC(=O)NC2=O)cc(C(=O)O)c1O
→ 1	1	-1	0	35	2.3	12	-7	2
> Cc1ccccc1OCCc1c(C)[nH]c(=S)[nH]c1=O
→ 5	-1	-18	-2	11	0.1	5	-5	-4

# Continued:
SMILES,NPY-Y1 antag,p97 ATPase inh,NPY-Y1 PAM-ag,NPY2 pot ag,EP2 modulator,S1P4 agonist,PGE2 EP2 inh,S1P4 antagonist,eIF4E-4G inh
Cc1cc(N2CCC(C(N)=O)CC2)nc(-c2ccccc2)n1,8,8,-6,-8,-12,-3.7,12,7,-6[fluorescence artefact?]
O=C(CSc1nnnn1-c1ccc(Cl)cc1)NNC(=O)c1ccc([N+](=O)[O-])cc1,8,2,-6,-5,27,1.1,13,-12,-4
CSC1=C(C#N)C(c2sccc2C)CC(=O)N1 (stereo unspecified),1,8,0,-13,6,-0.1,4,-4,2
O=C(O)c1cccc(Oc2ccccc2[N+](=O)[O-])c1,7,10,-32,7,10,-0.6,10,-13,-10
CC(=O)CSc1nc(-c2cccs2)c(C#N)c(=O)[nH]1,0,0,-17,3,68*,1.8,16,-11,4
Cc1nc2ncnn2c(C)c1CCC(=O)NCc1ccccc1,-2,-3,10,-14,9,-1.9,3,4,-2
CSCCC1C(=O)OC2(C)CC(C)(C)NC(=S)N12 (stereo unspecified),3,-6,-22,8,20,-2.6,9,-10,0
CN(C)/N=C/c1ccc(OC(=O)c2cccc([N+](=O)[O-])c2)cc1,2,2,7,10,5,2.5,6,-12,-3
CCCCN(C)C(=O)c1nc2ccccn2c1CN1CCSCC1,4,4,-1,1,23,-0.4,10,-13,-4
CC(=O)c1ccc(NC(=O)COC(=O)c2ccccc2N=Nc2ccc(N(C)C)cc2)cc1,-3,-6,33,44*,15,-2.5,7,-1,2[fluorescence artefact?]
COc1ccc(CNC(=O)Cn2c(=O)oc3ccccc32)cc1OC,9,2,20,8,6,0.8,4,-1,0
Cc1ccc2[nH]c(=O)c(C(c3nnnn3CC3CCCO3)N3CCOCC3)cc2c1 (stereo unspecified),-1,-5,10,3,15,0.4,5,-7,3
COc1ccc(CC(=O)NNC(=O)CCc2ccccc2)cc1OC,4,2,6,-6,17,-0.2,2,-13,3
O=C(CCC(=O)OCC(=O)c1ccc(Cl)cc1)NC1CCCCC1,6,-1,13,6,38,-0.2,10,-8,2
CCN(CC)S(=O)(=O)c1ccc(N2CCOCC2)c(NC(=O)c2ccccc2F)c1,-3,0,-10,2,18,0.8,9,-11,1
CC(C)OC(=O)c1cccnc1N1CCN(c2ccc(F)cc2)CC1,3,-3,-4,-5,27,1.2,7,-11,5
CSCCC(NC(N)=O)C(=O)Nc1ccc2ccccc2c1 (stereo unspecified),-4,2,8,5,-18,-0.1,1,-7,2
O=C(COC(=O)c1ccc(S(=O)(=O)N2CCOCC2)cc1)NCc1cccs1,-2,2,8,20,25,2.4,8,7,2
O=C(CC12CCC(CC1)C2)NCc1ccc2c(c1)OCO2,2,-5,-40,-10,4,4.4,11,-16,0
Cc1ccc(NC(=S)N(CCC(C)C)C(C)c2ccncc2)c(Cl)c1 (stereo unspecified),x,1,-24,-26,1,0.9,2,1,-2
CCCc1nn(C)c(C(=O)Nc2cccc(C)c2)c1Cl,0,-1,11,-3,-61,-0.1,5,-8,14[fluorescence artefact?]
Cc1c(Cl)cccc1NC(=O)CSCC(N)=O,4,3,-16,17,-4,-0.3,1,-3,2
O=C(N/N=C/c1cn[nH]c1-c1ccccc1)c1ccco1,-7,-2,-6,-6,-23,0.7,9,14,-1

# By substructure, the compounds so far with an aryl methoxy group (6)
SMILES,NPY-Y1 antag,p97 ATPase inh,NPY-Y1 PAM-ag,NPY2 pot ag,EP2 modulator,S1P4 agonist,PGE2 EP2 inh,S1P4 antagonist,eIF4E-4G inh
COc1ccc(NC(=O)Cn2nnc(-c3ccccc3N)n2)cc1OC,4,-3,-10,1,-2,0.7,3,-19,-10
CCOC(=O)c1sc(Nc2nc3c(OC)cccc3s2)nc1C,0,2,-11,0,-23,-0.2,11,-15,4
COc1cc(O)oc1C=Nc1ccc(C(=O)O)cc1,0,-19,-16,-12,-1,-1.4,3,-8,-3
COc1ccc(C(=O)CCN2CCc3cc(OC)c(OC)cc3C2)cc1,-3,7,-6,4,-29,-0.2,8,-3,2
COc1ccc(CNC(=O)Cn2c(=O)oc3ccccc32)cc1OC,9,2,20,8,6,0.8,4,-1,0
COc1ccc(CC(=O)NNC(=O)CCc2ccccc2)cc1OC,4,2,6,-6,17,-0.2,2,-13,3

# Screening results deposited in PubChem BioAssay by several laboratories.

# The list is partial. The share of hits here may be higher or lower than overall.
